Furin inh: human furin inhibitors, primary screen, biochemical, fluorescence intensity. P09958. purified furin, fluorogenic substrate cleavage. inhibition, % at 30 µM. actives 0.061% (n = 220,000). AID 463115, 2010; in the data active means inhibition above about 25%; further: inactives centre near -15
Wee1 degr inh: Wee1 degradation inhibitors, primary screen, cell-based, HeLa, Wee1K328M-luciferase, luminescence; Wee1-like protein kinase (Homo sapiens), P30291; HeLa Luc-Wee1K328M stability; 100% = proteasome inhibitor MG132 effect; AID 1321, 2008; actives 1.2% (n = 220,000); reporter increase, % at 5 µM;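 active means activation above the mean of all tested compounds plus 3 SD, set per screening run, cut at about 8.8% in these data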;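 further: cells exposed to compound for 20 h before luminescence read; 0% = DMSO alone and 100% = MG132 at 30 µM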
Target sequence (P30291 whole entry K328M): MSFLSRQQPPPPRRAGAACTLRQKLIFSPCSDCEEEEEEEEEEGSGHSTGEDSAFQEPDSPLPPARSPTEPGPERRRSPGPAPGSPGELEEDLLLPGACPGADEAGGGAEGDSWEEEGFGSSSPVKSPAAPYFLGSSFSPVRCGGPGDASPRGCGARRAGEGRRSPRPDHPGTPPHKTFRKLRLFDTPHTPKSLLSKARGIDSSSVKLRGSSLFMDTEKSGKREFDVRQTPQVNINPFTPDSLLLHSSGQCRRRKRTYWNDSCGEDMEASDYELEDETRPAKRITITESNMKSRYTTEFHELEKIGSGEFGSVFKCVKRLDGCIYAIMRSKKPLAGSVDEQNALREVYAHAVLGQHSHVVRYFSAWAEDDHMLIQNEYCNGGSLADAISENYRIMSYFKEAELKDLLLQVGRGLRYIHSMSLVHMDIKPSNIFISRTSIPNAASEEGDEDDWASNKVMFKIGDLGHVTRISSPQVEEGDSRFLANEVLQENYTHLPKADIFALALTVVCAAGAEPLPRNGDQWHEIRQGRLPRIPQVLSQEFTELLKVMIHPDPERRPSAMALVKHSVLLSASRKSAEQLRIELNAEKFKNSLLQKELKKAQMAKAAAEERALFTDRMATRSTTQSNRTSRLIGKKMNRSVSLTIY
Cl transport mod: KCC2 cotransporter modulators, thallium flux, primary screen, cell-based, HEK293 KCC2, FluoZin-2 fluorescence, MLSMR | actives 2.2% (n = 190,000) | Solute carrier family 12 member 5 (Homo sapiens), Q9H2X9 | B-score of Tl+ flux slope (higher = more flux/activation; lower = inhibition) at 10 µM | AID 1456, 2008 | KCC2 cells, thallium flux FluoZin-2 fluorescence;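 active means thallium flux slope and its plate-corrected score both differing from the plate sample mean at a set confidence after two filtering rounds, in either direction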;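 further: slope of fluorescence scaled to starting intensity during 10 to 20 s after thallium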
p97 ATPase inh: inhibitors of human p97 ATPase, primary screen, biochemical. inhibition, % at 8 µM. recombinant p97 ATPase, Kinase-Glo ATP luminescence, 3 h. actives 0.42% (n = 220,000). AID 1481, 2009. Transitional endoplasmic reticulum ATPase (Homo sapiens), P55072; in the data active means inhibition above about 15%;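 further: 0% = DMSO vehicle and 100% = wells lacking enzyme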
PERK inhibitor: block of dimerizer-induced PERK translation repression, primary screen, PERK inhibitor project, CHO PERK-DD cells, SEAP luminescence, HTS; Eukaryotic translation initiation factor 2-alpha kinase 3 (Homo sapiens), Q9NZJ5; CHO PERK-DD fusion, SEAP luminescence translation reporter; inhibition, % at 5.6 µM; actives 0.17% (n = 220,000); AID 1416, 2008;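 active means inhibition above the mean inhibition of all tested compounds plus 3 SD, set separately per screening campaign, cut at about 2.9% in these data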;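 further: PERK kinase domain activated by AP20187 dimerizer at 100 nM; 0% = DMSO with dimerizer and 100% = rapamycin at 8.4 µM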
FXIa inh: human FXIa protease inhibitors, primary screen, biochemical, 1536-well | inhibition, % at 5 µM | actives 0.14% (n = 220,000) | Coagulation factor XI (Homo sapiens), P03951 | purified FXIa, Boc-Glu-Ala-Arg-AMC fluorogenic substrate | AID 798, 2007;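 active means inhibition of at least 40%; inactive means inhibition below 40%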;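 further: fluorescence of freed AMC excited at 355 nm; 0% = enzyme without compound and 100% = no enzyme blank; many of its hits are not listed in these tables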
Thrombin inh: human alpha-thrombin inhibitors, primary screen, counter-screen for coagulation protease inhibitor project, biochemical, 1536-well, fluorogenic AMC substrate; Prothrombin (Homo sapiens), P00734; Boc-VPR-AMC fluorogenic substrate cleavage; inhibition, % at 5 µM; actives 0.26% (n = 220,000); AID 1046, 2008;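 active means inhibition at or above 40%; inactive means inhibition below 40%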;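 further: 0% = enzyme with no compound and 100% = wells without enzyme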
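Material: human alpha-thrombin protein. Incubation: reaction at ambient temperature. Technique: fluorescence of released AMC, ex 355 nm, em 460 nm. Control set: no-compound enzyme wells and no-enzyme blanks. Also added: Boc-VPR-AMC substrate, 15 µM final. Buffer or medium: pH 7.5 Tris (50 mM) with NaCl 150 mM, Tween 20 0.05%.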
FXIIa inh: human FXIIa protease inhibitors, primary screen, biochemical, 1536-well; Coagulation factor XII (Homo sapiens), P00748; purified FXIIa, Boc-QGR-AMC fluorogenic substrate, 2 h; inhibition, % at 5 µM; actives 0.3% (n = 220,000); AID 800, 2007; in the data active means inhibition above about 40%;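 further: 0% = enzyme with no compound and 100% = blank without enzyme; many of its hits are not listed in these tables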
KLK5 inh: human KLK5 protease inhibitors, primary screen, biochemical, 1536-well; inhibition, % at 5 µM; actives 0.59% (n = 210,000); recombinant hK5, fluorogenic AMC substrate cleavage; Kallikrein-5 (Homo sapiens), Q9Y337; AID 873, 2007;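 active means inhibition of 40% or more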;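 further: 0% = enzyme controls without compound and 100% = no-enzyme blanks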
Target sequence (Q9Y337 67-293 limits assumed): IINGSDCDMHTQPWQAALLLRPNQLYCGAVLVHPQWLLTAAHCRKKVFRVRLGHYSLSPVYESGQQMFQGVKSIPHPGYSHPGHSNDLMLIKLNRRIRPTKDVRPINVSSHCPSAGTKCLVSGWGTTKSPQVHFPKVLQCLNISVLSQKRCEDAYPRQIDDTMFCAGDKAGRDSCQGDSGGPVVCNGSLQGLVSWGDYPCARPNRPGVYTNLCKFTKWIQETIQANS
* = called active by the depositor; [ ] = remark or other dose.

Results for NNC(=O)c1cncn1-c1ccc(F)cc1 ?
Furin inh: -41; Wee1 degr inh: 2; Cl transport mod: 1.6; p97 ATPase inh: 2; PERK inhibitor: 0.9; FXIa inh: 0; Thrombin inh: -11; FXIIa inh: 3; KLK5 inh: -1

How did CCCC(=O)OCC(=O)NC1CCCc2ccccc21 (centres undefined) do in these assays?
Furin inh: -25; Wee1 degr inh: 1; Cl transport mod: 0.75; p97 ATPase inh: 1; PERK inhibitor: 0.2; FXIa inh: 2; Thrombin inh: -1; FXIIa inh: 1; KLK5 inh: 6

Results for CCOc1ccc(/C=C/C(=O)NCCc2ccc(OC)c(OC)c2)cc1 ?
Furin inh: -15; Wee1 degr inh: 1; Cl transport mod: 0.29; p97 ATPase inh: -5; PERK inhibitor: -0.9; FXIa inh: -1; Thrombin inh: -7; FXIIa inh: -2; KLK5 inh: -15

What do the screens show for `COc1ccccc1N1CCN(C(=O)COc2cc(C)cc(C)c2)CC1`?
Furin inh: -23; Wee1 degr inh: 2; Cl transport mod: -1.2; p97 ATPase inh: -3; PERK inhibitor: -0.3; FXIa inh: -3; Thrombin inh: -6; KLK5 inh: -2

What do the screens show for `Fc1ccccc1NC(=S)N(CCN1CCCCCC1)Cc1cccs1`?
Furin inh: -23; Wee1 degr inh: 5; Cl transport mod: -0.13; p97 ATPase inh: -1; PERK inhibitor: -0.1; FXIa inh: -2; Thrombin inh: 2; FXIIa inh: 8; KLK5 inh: 0

What do the screens show for `CC(C)c1ccccc1OCC(=O)NN1C(=O)c2ccccc2C1=O`?
Furin inh: -16; Wee1 degr inh: -1; Cl transport mod: -0.44; p97 ATPase inh: -2; PERK inhibitor: 1.0; FXIa inh: 2; Thrombin inh: -5; FXIIa inh: 14; KLK5 inh: 18

Results for O=C(COC(=O)c1cc(Br)ccc1O)Nc1cc(S(=O)(=O)N2CCCC2)ccc1Cl ?
Furin inh: -23; Wee1 degr inh: -4; Cl transport mod: 0.59; p97 ATPase inh: -2; PERK inhibitor: -0.6; FXIa inh: -8; Thrombin inh: 45*; FXIIa inh: 1; KLK5 inh: -19

How did COc1c2ccoc2c(OC[C@@H](O)C(C)(C)O)c2oc(=O)ccc12 do in these assays?
Furin inh: -8; Wee1 degr inh: -5; Cl transport mod: -0.49; p97 ATPase inh: 2; PERK inhibitor: -0.2; FXIa inh: -3; Thrombin inh: -5; FXIIa inh: 3; KLK5 inh: -3

How did Cc1ccc(C2=NC(C(F)(F)F)(C(F)(F)F)c3c(n(-c4ccc(F)cc4)c(=O)[nH]c3=O)N2)cc1 do in these assays?
Furin inh: -19; Wee1 degr inh: -4; Cl transport mod: 0.39; p97 ATPase inh: 0; PERK inhibitor: 0.1; FXIa inh: 2; Thrombin inh: -9; FXIIa inh: 8; KLK5 inh: -18

How did O=C(Nc1ccc(S(=O)(=O)N2CCCC2)cc1)c1cccs1 do in these assays?
Furin inh: -12; Wee1 degr inh: 2; Cl transport mod: 0.14; p97 ATPase inh: 1; PERK inhibitor: -0.8; FXIa inh: 1; Thrombin inh: -7; FXIIa inh: 7; KLK5 inh: 2

Results for COc1cccc2[nH]c3c(N4CCCCC4)ncnc3c12 ?
Furin inh: -1; Wee1 degr inh: -4; p97 ATPase inh: 7; PERK inhibitor: 0.1; FXIa inh: -7; Thrombin inh: -2; FXIIa inh: 3; KLK5 inh: -6

Results for COc1ccc(C(=O)CN(C(=O)c2ccc(Cl)cc2)N2C(=O)C3CCCCC3C2=O)cc1 (centres undefined) ?
Furin inh: -9[20 µM]; Wee1 degr inh: -1; p97 ATPase inh: 0; PERK inhibitor: 0.8; FXIa inh: 4; Thrombin inh: 3; FXIIa inh: 16; KLK5 inh: 5

How did CCCCC(=O)Nc1ccc(C)c(O)c1 do in these assays?
Furin inh: -13[20 µM]; Wee1 degr inh: -3; Cl transport mod: 0.49; p97 ATPase inh: 6; PERK inhibitor: 1.5; FXIa inh: -12; Thrombin inh: -7; FXIIa inh: -11; KLK5 inh: -13

Results for Cc1cccc(S(=O)(=O)c2c(C)cc(C)nc2Cl)c1 ?
Furin inh: -9; Wee1 degr inh: -2; Cl transport mod: 0.64; p97 ATPase inh: 3; PERK inhibitor: 1.7; FXIa inh: -3; Thrombin inh: -10; FXIIa inh: 6; KLK5 inh: -1

How did CC(C)c1nnc(NC(=O)C2CCCN2S(=O)(=O)c2ccc(Cl)cc2)s1 (centres undefined) do in these assays?
Furin inh: -21; Wee1 degr inh: -3; Cl transport mod: -2.4; p97 ATPase inh: 1; PERK inhibitor: 0.3; FXIa inh: -4; Thrombin inh: -4; FXIIa inh: 4; KLK5 inh: -3

Results for CCN(CC)S(=O)(=O)c1ccc(-c2nnc(SCC(=O)Nc3cc(OC)cc(OC)c3)o2)cc1 ?
Furin inh: -6[20 µM]; Wee1 degr inh: 0; p97 ATPase inh: 0; PERK inhibitor: -0.8; FXIa inh: 16; Thrombin inh: 2; FXIIa inh: 22; KLK5 inh: -14

Results for Cc1nc(SCC(=O)c2ccc(F)c(F)c2)[nH]c(=O)c1Oc1ccc(Cl)cc1 ?
Furin inh: -12; Wee1 degr inh: 3; Cl transport mod: -1.2; p97 ATPase inh: -2; PERK inhibitor: 1.0; FXIa inh: 2; Thrombin inh: 6; FXIIa inh: 11; KLK5 inh: -1

How did O=C(Cn1nnc2ccccc21)NNC(=O)c1ccccc1 do in these assays?
Furin inh: -13; Wee1 degr inh: -1; Cl transport mod: 0.32; p97 ATPase inh: 9; PERK inhibitor: 0.4; FXIa inh: 9; Thrombin inh: -1; FXIIa inh: 14; KLK5 inh: -3

Results for CN(C(=O)COC(=O)c1ccc(Cl)c(N)c1)c1ccccc1 ?
Furin inh: -19; Wee1 degr inh: 2; Cl transport mod: 0.27; p97 ATPase inh: 2; PERK inhibitor: 0.4; FXIa inh: -1; Thrombin inh: 1; FXIIa inh: 9; KLK5 inh: -1

How did Cc1ccc(Cn2cccc(NC(=O)NC3CCCCC3)c2=O)cc1 do in these assays?
Furin inh: -23[20 µM]; Wee1 degr inh: 0; Cl transport mod: 0.74; p97 ATPase inh: -4; PERK inhibitor: -0.4; FXIa inh: -8; Thrombin inh: -1; FXIIa inh: 3; KLK5 inh: -4

How did CC(=O)NC1(C(F)(F)F)C(=O)Nc2c1c(=O)[nH]c(=O)n2CC(C)C (centres undefined) do in these assays?
Furin inh: -23; Wee1 degr inh: -1; Cl transport mod: 0.71; p97 ATPase inh: 4; PERK inhibitor: 1.8; FXIa inh: 6; Thrombin inh: 2; FXIIa inh: 14

Results for O=C(Cn1nnc(-c2ccc(F)cc2)n1)Nc1ccc2c(c1)OCCO2 ?
Furin inh: -13; Wee1 degr inh: 0; Cl transport mod: -0.11; p97 ATPase inh: 1; PERK inhibitor: 1.2; FXIa inh: 2; Thrombin inh: -1; FXIIa inh: 5; KLK5 inh: -4

Results for CCN(CC)c1ccc(/C=C2\C(=O)c3ccc(C(=O)O)cc3C2=O)cc1 ?
Furin inh: -33; Wee1 degr inh: -3; Cl transport mod: inactive; p97 ATPase inh: 3; PERK inhibitor: 0.7; FXIa inh: 8; Thrombin inh: 3; FXIIa inh: 12; KLK5 inh: -6

Results for COc1cc(C)nc(NS(=O)(=O)c2ccccc2)n1 ?
Furin inh: -16[20 µM]; Wee1 degr inh: 4; p97 ATPase inh: 1; PERK inhibitor: 1.3; FXIa inh: -11; Thrombin inh: -8; FXIIa inh: -5; KLK5 inh: 1

Results for CCCC(=O)Nc1ccc(C(=O)NNC(=S)NC(=O)c2cccs2)cc1 ?
Furin inh: -16[20 µM]; Wee1 degr inh: -2; Cl transport mod: -0.35; p97 ATPase inh: 3; PERK inhibitor: 0.3; FXIa inh: 3; Thrombin inh: 2; FXIIa inh: 11; KLK5 inh: -232

What do the screens show for `CNC(=O)CN1C(=O)c2cccc3cccc1c23`?
Furin inh: -12[20 µM]; Wee1 degr inh: 0; Cl transport mod: 0.3; p97 ATPase inh: 4; PERK inhibitor: 0.7; FXIa inh: -6; Thrombin inh: -5; FXIIa inh: -13; KLK5 inh: 2

Results for Cc1cc(C)n2c(SCC(=O)NC3CCCC(C)C3C)nnc2n1 (centres undefined) ?
Furin inh: -25; Wee1 degr inh: -1; Cl transport mod: 1.9; p97 ATPase inh: 2; PERK inhibitor: 0.6; FXIa inh: -6; Thrombin inh: -22; FXIIa inh: 12; KLK5 inh: -2

How did O=C(NNC(=S)NC(=O)c1ccccc1[N+](=O)[O-])c1ccccc1O do in these assays?
Furin inh: -14; Wee1 degr inh: -4; Cl transport mod: -0.33; p97 ATPase inh: 2; PERK inhibitor: -0.5; FXIa inh: 14; Thrombin inh: -10; FXIIa inh: 11; KLK5 inh: -23

Results for CC(C)c1ccc(O)c(NC(=O)c2cccnc2)c1 ?
Furin inh: -10[20 µM]; Wee1 degr inh: 2; Cl transport mod: 0.098; p97 ATPase inh: 0; PERK inhibitor: 1.2; FXIa inh: 6; Thrombin inh: 1; FXIIa inh: 12; KLK5 inh: -8

How did CC(=O)N1CCN(c2ccc(NC(=S)NC(=O)c3ccccc3)cc2)CC1 do in these assays?
Furin inh: -15; Wee1 degr inh: -1; Cl transport mod: 0.66; p97 ATPase inh: 1; PERK inhibitor: 0.6; FXIa inh: 10; Thrombin inh: -2; FXIIa inh: 4; KLK5 inh: -7

What do the screens show for `O=C1CC(SC2=NCCS2)C(=O)N1c1ccc(Cl)cc1` (centres undefined)?
Furin inh: -12; Wee1 degr inh: 2; Cl transport mod: 0.56; p97 ATPase inh: 1; PERK inhibitor: -0.3; FXIa inh: -1; Thrombin inh: -4; FXIIa inh: 10; KLK5 inh: -28

Results for Cn1c(CNc2cccc(Cl)c2)nnc1SCC#N ?
Furin inh: -32; Wee1 degr inh: -3; Cl transport mod: -0.03; p97 ATPase inh: 5; PERK inhibitor: -0.4; FXIa inh: -4; Thrombin inh: 11; FXIIa inh: 6; KLK5 inh: 0

How did Nc1ccccc1C(=O)NCc1ccc(F)cc1 do in these assays?
Furin inh: -23; Wee1 degr inh: 2; Cl transport mod: 0; p97 ATPase inh: 2; PERK inhibitor: 1.0; FXIa inh: 0; Thrombin inh: 0; FXIIa inh: 6

How did Nc1c(C(=O)NCCc2ccccc2)nnn1Cc1ccc(Cl)cc1 do in these assays?
Furin inh: -18[20 µM]; Wee1 degr inh: -3; Cl transport mod: -0.011; p97 ATPase inh: -5; PERK inhibitor: -1.2; FXIa inh: 13; Thrombin inh: 17; FXIIa inh: 23; KLK5 inh: 8

How did O=C(NC(=S)N1CCN(C/C=C/c2ccccc2)CC1)c1ccc(F)cc1 do in these assays?
Furin inh: -1; Wee1 degr inh: 1; Cl transport mod: 151*; p97 ATPase inh: 9; PERK inhibitor: -0.6; FXIa inh: 9; Thrombin inh: -5; FXIIa inh: 7; KLK5 inh: 2
